# Compound activity from PubChem.
# ATXN2 expr inh: Primary qHTS for Inhibitors of ATXN expression | HEK-293 ATXN2-luciferase reporter, luminescence, 24 h | Potency, µM (titrated, usually from 57 µM), for the others: top-dose activity change, negative = inhibition, hits mostly inhibitors | 360,000 tested, 0.72% active | AID 1745845, 2022; note: potency is the fitted concentration of half-maximal effect; % is set by controls: 0 for no effect and ±100 for the full control effect; nearly all actives have a fitted effect of over 55% in size
#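 qHTS (up to 57 uM final) was run with 24 h compound exposure of reporter cells at 37 °C. Each well was multiplexed: SteadyGlo luminescence measured ATXN2-luciferase expression after a fluorogenic Gly-Phe-AFC viability readout (25 uM final).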
# IL1B secr inh: qHTS for Inhibitors of Inflammasome Signaling: IL-1-beta AlphaLISA Primary Screen; THP-1 LPS/ATP IL-1B secretion, AlphaLISA, 16 h; hits give low values; activity change, % at 57.5 µM; 360,000 tested, 4.7% active; AID 743279, 2014; in the data active = activity change below about -50%; inconclusive = mostly about -30% to -49%; note: % is set by controls: 0 for no effect and ±100 for the full control effect
#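 Secreted IL-1B measured by AlphaLISA bead assay after 16 h compound exposure of THP-1 cells; compounds (final up to 57.5 uM) added 1 h before LPS (250 ng/mL) and ATP (1.25 mM) stimulation; lower signal means less secretion.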
# HT1080 IDH1KD tx: qHTS for induction of synthetic lethality in tumor cells producing 2HG: qHTS for the HT-1080-IDH1KD cell line | HT-1080 IDH1 knockdown viability, ATP luminescence, 48 h | Potency, µM (doses to about 46.1 µM), inactives show at the highest dose activity, negative = toxicity, actives largely listed as cytotoxic | 360,000 tested, 2% active | AID 686971, 2013;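 note: potency is the fitted concentration of half-maximal effect; 0% = DMSO wells and -100% = cell-free medium wells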
#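 Cytotoxicity counter-line: IDH1KD HT-1080, 48 h, CellTiter-Glo. Curves classed by r2, magnitude and activity.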
# KB-V1 MDR tox: qHTS assay for MDR1-selective chemotherapeutics: Primary screen using the drug-selected MDR subline cells KB-V1 | KB-V1 MDR cells viability, CellTiter-Glo, 72 h | Potency, µM (series often up to 46.1 µM), without a hit: at the highest dose activity change, negative = cytotoxicity, usual class: cytotoxic | 400,000 tested, 3.4% active; note: potency is the fitted concentration of half-maximal effect; % is set by controls: 0 for no effect and ±100 for the full control effect; nearly all actives have a fitted effect of over 60% in size
#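 qHTS viability screen in drug-selected KB-V1 MDR cells: 72 h compound treatment at 37 degrees C, ATP luminescence end point.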
# WRN helicase inh: qHTS for Inhibitors of WRN Helicase; AID 651768, 2012; WRN helicase unwinding, fluorescent forked duplex, kinetic; 360,000 tested, 0.46% active; Potency, µM (doses to about 114 µM), for inactives: top-dose activity change, negative = inhibition, actives largely listed as inhibitors; note: potency is the fitted concentration of half-maximal effect; % is set by controls: 0 for no effect and ±100 for the full control effect; nearly all actives have a fitted effect of over 55% in size
# Target sequence (Q14191 whole entry, looked up): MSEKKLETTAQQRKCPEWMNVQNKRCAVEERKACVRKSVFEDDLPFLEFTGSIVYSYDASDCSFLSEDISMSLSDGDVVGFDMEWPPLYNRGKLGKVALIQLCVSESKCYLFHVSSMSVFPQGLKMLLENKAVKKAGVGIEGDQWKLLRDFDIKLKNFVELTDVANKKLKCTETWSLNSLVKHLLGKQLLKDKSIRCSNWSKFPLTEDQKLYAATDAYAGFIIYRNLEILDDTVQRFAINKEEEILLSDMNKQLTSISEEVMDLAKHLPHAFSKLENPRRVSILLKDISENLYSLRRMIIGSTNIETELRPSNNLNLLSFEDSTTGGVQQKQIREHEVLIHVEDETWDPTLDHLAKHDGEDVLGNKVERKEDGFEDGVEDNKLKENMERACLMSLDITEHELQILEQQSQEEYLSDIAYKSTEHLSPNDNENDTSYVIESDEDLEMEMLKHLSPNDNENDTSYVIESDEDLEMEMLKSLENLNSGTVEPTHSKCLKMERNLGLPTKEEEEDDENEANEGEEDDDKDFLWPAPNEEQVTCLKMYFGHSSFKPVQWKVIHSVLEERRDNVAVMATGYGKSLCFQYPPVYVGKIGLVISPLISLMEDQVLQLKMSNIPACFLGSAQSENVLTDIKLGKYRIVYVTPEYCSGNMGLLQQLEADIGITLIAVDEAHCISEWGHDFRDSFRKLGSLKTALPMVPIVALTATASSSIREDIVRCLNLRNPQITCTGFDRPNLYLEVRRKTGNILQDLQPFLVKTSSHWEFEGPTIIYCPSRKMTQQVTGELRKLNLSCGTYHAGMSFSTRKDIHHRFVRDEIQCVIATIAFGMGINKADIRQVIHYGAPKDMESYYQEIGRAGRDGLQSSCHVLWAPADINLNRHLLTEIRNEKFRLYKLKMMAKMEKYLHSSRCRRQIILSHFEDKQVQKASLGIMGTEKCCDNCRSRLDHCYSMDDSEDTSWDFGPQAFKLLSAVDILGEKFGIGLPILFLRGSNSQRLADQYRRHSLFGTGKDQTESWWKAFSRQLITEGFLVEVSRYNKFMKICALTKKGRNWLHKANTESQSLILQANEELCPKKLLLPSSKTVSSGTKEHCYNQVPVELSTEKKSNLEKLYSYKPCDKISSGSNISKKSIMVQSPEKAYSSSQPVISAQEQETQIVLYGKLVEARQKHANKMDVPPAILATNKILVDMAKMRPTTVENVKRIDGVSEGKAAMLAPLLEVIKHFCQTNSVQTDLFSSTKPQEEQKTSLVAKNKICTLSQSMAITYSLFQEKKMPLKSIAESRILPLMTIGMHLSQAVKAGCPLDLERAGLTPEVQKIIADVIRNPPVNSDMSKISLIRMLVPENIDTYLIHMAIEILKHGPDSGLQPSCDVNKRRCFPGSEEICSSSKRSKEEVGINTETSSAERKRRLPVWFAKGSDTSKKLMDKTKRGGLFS
#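 Screening of the MLSMR collection measured strand separation of a quenched forked DNA duplex (100 nM) by 20 nM WRN with 2 mM ATP, all final. Compounds were preincubated with enzyme 15 min at room temperature.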
# MCF10A rerep: A quantitative high throughput screen for small molecules that induce DNA re-replication in MCF 10a normal breast cells; Potency, µM (series often up to 46.1 µM), inactives show top-dose activity, positive = re-replication, usual class: activators; AID 624296, 2012; MCF 10A DNA re-replication, Hoechst nuclear intensity, 48 h; 350,000 tested, 2.9% active; note: potency is the fitted concentration of half-maximal effect; % of control where 0% means no effect; nearly all actives have a fitted effect of over 50% in size
# HT1080-NT tox: qHTS for induction of synthetic lethality in tumor cells producing 2HG: qHTS for the HT-1080-NT fibrosarcoma cell line | HT-1080-NT fibrosarcoma viability, CellTiter-Glo ATP luminescence, 48 h | Potency, µM (series often up to 46.1 µM), for inactives: at the top dose activity, negative = less viability, actives largely listed as cytotoxic | 360,000 tested, 1.6% active | AID 686970, 2013;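 note: NT is the 2HG producing partner of a matched IDH1 knockdown line; potency is the fitted concentration of half-maximal effect; 0% = DMSO-treated cells and -100% = media-only wells without cells; nearly all actives have a fitted effect of over 55% in size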
#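 Toxicity toward the 2HG-producing NT line was scored as %Activity, normalised to DMSO and no-cell wells, from CellTiter-Glo luminescence after 48 hours' treatment.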
# SW480 rereplic: A quantitative high throughput screen for small molecules that induce DNA re-replication in SW480 colon adenocarcinoma cells | SW480 DNA re-replication, Hoechst DNA content imaging, 48 h | Potency, µM (doses to about 46.1 µM), inactives show top-dose re-replication activation, hits mostly activators | 340,000 tested, 1.8% active | AID 624297, 2012; note: potency is the fitted concentration of half-maximal effect; % of control where 0% means no effect; nearly all actives have a fitted effect of over 55% in size
#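 Per well, 250 cells were exposed to pinned compound for 48 hr. Nuclear DNA was visualised with Hoechst (40 min, 37 C) and total object intensity recorded by fluorescence scanning.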
# KB-3-1 tox: qHTS assay for MDR1-selective chemotherapeutics: Primary screen using the parental adenocarcinoma cell KB-3-1. KB-3-1 viability, CellTiter-Glo ATP luminescence, 72 h. Potency, µM (doses to about 46.1 µM), for the others: at the highest dose activity change, negative = cytotoxic, most hits filed as cytotoxic. 400,000 tested, 1.4% active; note: potency is the fitted concentration of half-maximal effect; % is set by controls: 0 for no effect and ±100 for the full control effect; nearly all actives have a fitted effect of over 60% in size
#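 Luminescent ATP read-out (CellTiter-Glo) measures survival of drug-naive KB-3-1 cells after 72 h compound exposure at 37 °C. Titration series was screened from lowest to highest concentration, with DMSO vehicle plates as background controls.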
# * marks the source's active call; other numbers are inactive results; ? = inconclusive; . = no result given; [ ] = dose if it differs, or a comment. Unless noted, calls come from the whole dose curve; as a rule, active = well fitted curve in the direction sought with a large enough effect; inconclusive = small, poorly fitted or top-dose-only effect, or another doubt; inactive = no such curve, though single readings can be large; an effect the other way counts as inactive or inconclusive.
Structure	ATXN2 expr inh	IL1B secr inh	HT1080 IDH1KD tx	KB-V1 MDR tox	WRN helicase inh	MCF10A rerep	HT1080-NT tox	SW480 rereplic	KB-3-1 tox
COc1ccc(C2(CNC(=O)c3ccccc3)CCOCC2)cc1	-16%	.	15%	-20%	-6%	-23%	-2%	-4%	-3%
O=C1CC(c2ccccc2Oc2cccc(Cl)c2)C(n2cncn2)C(=O)C1C1NCCc2ccccc21 (centres undefined)	-4%	0	-2%	29%	-2%	?	0%	2%	5%
CCCCN1C(=O)C(=O)N(CC(=O)c2ccc3c(c2)OCO3)C1=O	6%	9	0%	0%	-10%	3%	-4%	-7%	3%
Cc1cccc(C(=O)NCCCN(C)CCCNC(=O)c2cccc(C)c2)c1	.	-18	-8%	0%	6%	-1%	-4%	0%	0%
CCOC(=O)c1cnc(N2CCN(c3ccccc3)CC2)[nH]c1=O	-10%	8	15%	?	10%	2%	3%	-1%	-6%
Cc1cc(OCCN2CCOCC2)ccc1C(C)C	27%	26	16%	4%	-3%	8%	5%	2%	9%
CCOc1ccccc1N1CC(C(=O)N2CCc3ccccc32)CC1=O (centres undefined)	-1%	14	-4%	-25%	5%	3%	-4%	0%	-2%
CC(=O)Nc1ccc2cnn(C(C)=O)c2c1	.	10	3%	1%	3%	.	0%	.	22%

# Full records, looked up by structure. Values in the order: ATXN2 expr inh | IL1B secr inh | HT1080 IDH1KD tx | KB-V1 MDR tox | WRN helicase inh | MCF10A rerep | HT1080-NT tox | SW480 rereplic | KB-3-1 tox
# `O=C1CC(c2ccccc2Oc2cccc(Cl)c2)C(n2cncn2)C(=O)C1C1NCCc2ccccc21` (centres undefined) is entered as -4% | 0 | -2% | 29% | -2% | ? | 0% | 2% | 5%
# `Cc1cc(OCCN2CCOCC2)ccc1C(C)C` is entered as 27% | 26 | 16% | 4% | -3% | 8% | 5% | 2% | 9%

# Other records follow:
Structure	ATXN2 expr inh	IL1B secr inh	HT1080 IDH1KD tx	KB-V1 MDR tox	WRN helicase inh	MCF10A rerep	HT1080-NT tox	SW480 rereplic	KB-3-1 tox
Cc1ccsc1C(=O)N1CCC1(C)C(=O)NS(=O)(=O)c1ccc(Br)cc1 (centres undefined)	2%	17	6%	4%	-2%	.	10%	.	0%
CC(=O)Oc1ccc(/C=c2\sc3ncnn3c2=O)cc1	22%	0	1%	7%	-20%	7%	2%	-3%	2%
CCOc1ccc(S(=O)(=O)NCCC(=O)NCC2(N3CCCCC3)CCCCC2)cc1	9%	7	-1%	.	-5%	1%	-4%	18%	.
O=C(Oc1ccc(/C=N/n2cnnc2)cc1)c1cccc([N+](=O)[O-])c1	?	-4	11%	2%	31%	1%	8%	-2%	15%
COC(=O)c1cc(N=Nc2sc(N)nc2C)cc(C(=O)OC)c1	.	-19	?	?	4%	9%	-21%	26%	?
S=c1[nH]nc(-c2ccc(Cl)cc2)n1/N=C/c1cccs1	-14%	.	?	-13%	-5%	-15%	-22%	9.2µM*	7%
CCn1c(SCC(=O)Nc2cccc(OC)c2)nc2ccccc2c1=O	-14%	-2	-10%	-17%	6%	0%	-4%	-9%	-18%
CCc1cc(-c2nnn(-c3cc(C(C)C)ccc3C)c2CC)ccc1-c1cn(CCc2c[nH]c3ccccc23)nn1	1%	-6	?	-8%	1%	.	-15%	.	-22%
CCN1C(=O)[C@@H]2Cc3c([nH]c4ccccc34)C(c3cc(OC)c(OC)c(OC)c3)N2C1=S (some centres undefined)	.	-18	?	?	-1%	?	?	?	?
Cc1ccc(OCC(=O)NCCCNC(=O)c2ccco2)cc1C	5%	20	13%	-24%	12%	0%	18%	-3%	14%
COCCN(C(=O)COC(=O)CCn1c(C)csc1=O)c1c(N)n(Cc2ccccc2)c(=O)[nH]c1=O	5%	-12	-3%	-13%	-5%	1%	-4%	5%	-4%
CCCC(=O)c1ccc2c(c1)OCCO2	18%	30	12%	6%	3%	-8%	12%	-1%	10%
COc1ccc(CCN(C)C(=O)c2oc3ccccc3c2C)cc1OC	2%	-7	0%	-15%	4%	19%	0%	-1%	1%
CC1CCCC(C)N1C(=O)COC(=O)c1ccc(Br)c(S(=O)(=O)N2CCOCC2)c1 (centres undefined)	0%	40	-9%	?	6%	13%	-4%	-3%	1%
CCCCc1nc(S(=O)(=O)c2ccc(Cl)cc2)c(N2CCOCC2)o1	0%	3	11%	1%	-17%	-4%	15%	-5%	10%
O=C(O)CSc1c2c(nc3cc(C(=O)NCCN4CCOCC4)ccc13)CCC2	-10%	-13	4%	1%	-14%	3%	2%	-22%	?
COc1cc(C(=O)Nc2cccc3ncccc23)cc(OC)c1OC	6%	18	7%	0%	-5%	8%	2%	-6%	18%
CCOc1cc(C=O)ccc1OCCSc1ccc(Cl)cc1	-5%	-4	-4%	-11%	-14%	0%	-5%	2%	-12%
Cc1c(S(=O)(=O)N2CCN(c3cccc(C(F)(F)F)c3)CC2)c(=O)n(C)c(=O)n1C	-22%	5	0%	11%	-6%	-3%	-2%	-5%	3%
O=C(O)[C@]1(S(=O)(=O)c2ccccc2)C[C@@H]2ON=C(c3cccc(Br)c3)[C@@H]2C1	0%	-14	2%	-24%	-4%	16%	0%	1%	-7%
Cc1ccc(C)c(NC(=O)C2CC(=O)N(C3CCCCC3)C2)c1 (centres undefined)	5%	4	-1%	-1%	-2%	?	0%	1%	1%
COc1ccccc1NC(=O)COC(=O)c1ccccc1C(=O)N1CCN(c2ccccc2)CC1	-26%	12	-1%	?	-11%	8%	-3%	-1%	12%
Cc1ccc(N(C(=O)C2CCC(=O)N2)C2(C(=O)NC3CCCC3)CCCCC2)cc1 (centres undefined)	3%	1	17%	8%	0%	3%	8%	-1%	-5%
C#Cc1ccc([C@H]2C=C(C(=O)N3CCOCC3)O[C@@H](OCC)[C@@H]2CCCO)cc1	13%	9	-4%	-4%	8%	-12%	-2%	-5%	-2%
O=C(OCC12CC3CC(CC(C3)C1)C2)c1ccc(NCc2cc(O)ccc2O)cc1	10µM*	-52*	21µM*	-7%	-15%	25%	?	?	?
CCOC(=O)c1c(NC(=O)COC(=O)c2nc(Cl)ccc2Cl)sc2c1CCC2	0%	0	19%	1%	5%	-6%	19%	-1%	-1%
CCC(C(=O)OC)n1cnc2c(nnn2-c2ccc(F)cc2)c1=O (centres undefined)	32%	-4	4%	4%	0%	5%	2%	0%	7%
O=[N+]([O-])c1cccc(-c2nnc(-c3ccc4c(c3)OCO4)o2)c1	37%[activator]	-11	18%	1%	-10%	8%	21%	-3%	4%
COc1ccc(NC(=O)CSc2nnc(Cc3cccs3)n2-c2ccc(C)cc2)cc1	-3%	-18	-23%	-14%	-3%	7%	10%	4%	28%
CCN(CC)c1ccc(C(=O)NC(=S)N2CCN(Cc3ccc4c(c3)OCO4)CC2)cc1	0%	-25	-21%	0%	-10%	?	-23%	-8%	-8%
CC[C@H](C)[C@H](NC(=O)c1ccccc1)C(=O)Nc1ccc(S(=O)(=O)Nc2cc(C)nc(C)n2)cc1	.	-2	0%	0%	3%	-2%	4%	0%	0%
Cc1ccc(Cl)cc1NC(=O)C(NS(=O)(=O)c1cccs1)c1ccccc1 (centres undefined)	3%	?	-2%	1%	-21%[57.1 µM]	5%	-2%	1%	4%
CSc1cccc(NC(=O)CN(c2ccc(C)cc2C)S(C)(=O)=O)c1	-9%	-3	-25%	11%	-11%	?	-4%	-2%	-3%
Cc1cc(C)cc(CC(=O)N2CCC2(C)C(=O)NS(=O)(=O)c2ccc(Cl)s2)c1 (centres undefined)	16%	8	15%	-8%	5%[57.1 µM]	.	10%	.	-13%
COc1ccc(C(=O)NNC(=O)CN2CCN(c3nc(-c4ccccc4)cs3)CC2)cc1	-14%	0	-11%	8%	6%	1%	-15%	7%	-3%
Cc1ccccc1-n1c(SCC(=O)NCC2CCCO2)nnc1-c1ccncc1 (centres undefined)	6%	10	14%	11%	-2%	3%	3%	-1%	0%
Cc1nn(Cc2cccc(C(=O)NC34CC5CC(CC(C5)C3)C4)c2)c(C)c1Br	-8%	-25	?	?	-13%	9.2µM*	?	7%	-22%
O=S(=O)(ON(c1ccccc1)S(=O)(=O)c1ccccc1)c1ccccc1	-1%	0	-7%	23µM*	-2%	3%	-2%	-2%	?
O=C(OCc1ccccc1)N1CCC2CC1c1ccc(N3CCN(Cc4ccc5c(c4)OCO5)CC3)cc12 (centres undefined)	9%	-13	?	-14%	-2%	.	?	.	-23%
O=S(=O)(c1ccccc1)N(Cc1nc(-c2ccccc2)no1)C1CCCCC1	6%	-8	-1%[9.24 µM]	10µM*	-3%	27%	-9%	4%	26µM*
CCOC(=O)c1ccc(NC(=O)CN2C(=O)CSC2=O)cc1	11%	19	9%	2%	1%	3%	4%	-5%	2%
O=C(NC(=S)N1CCOCC1)c1cn(-c2ccccc2)nc1-c1ccccc1	-15%	-3	-5%	5.8µM*	3%	9%	-20%	-28%	-12%
COc1ccc(C(C(=O)NC2CCCC2)N(Cc2cccnc2)C(=O)c2snc(C(N)=O)c2N)cc1OC (centres undefined)	8%	46	0%	0%	2%	-2%	-1%	-1%	-2%
